High-throughput results as filed in PubChem BioAssay.
MPTP inh = mitochondrial permeability transition pore inhibitors, primary screen, biochemical, isolated mouse mitochondria, absorbance; Ca2+ swelling absorbance, 30 min; inhibition, % at 10 µM; actives 1.4% (n = 360,000);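 active = inhibition of 50% or more, scaled per plate between neutral and stimulator controls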;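 note: 0% = DMSO wells given calcium and 100% = 1 mM EGTA wells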
NR3A LBD binder = binders of NR3A ligand-binding domain, primary screen, biophysical, differential scanning fluorimetry, uHTS; NR3A LBD differential scanning fluorimetry, Tm shift; 0% = protein alone, 100% = glycine-bound protein; Glutamate receptor ionotropic, NMDA 3A (GRIN3A) ligand-binding domain; actives 2.5% (n = 340,000); Tm shift relative to glycine control, % at 25 µM;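 active = melting temperature shift of at least 10% of the positive control shift, at one fixed dose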
SENP7 inh = SENP7 protease inhibitors, primary screen, biochemical, luminescence, uHTS | inhibition, % at 5 µM | recombinant SENP7, Z-RLRGG-aminoluciferin luminescence, 40 min | actives 1.5% (n = 330,000) | Sentrin-specific protease 7 (Homo sapiens), Q9BQF6;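 active = inhibition above about 50% at the single test dose, limit read from the data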;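 note: plate controls were DMSO with enzyme for no effect and no enzyme buffer wells for full effect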
Target sequence (Q9BQF6 706-1050 limits assumed): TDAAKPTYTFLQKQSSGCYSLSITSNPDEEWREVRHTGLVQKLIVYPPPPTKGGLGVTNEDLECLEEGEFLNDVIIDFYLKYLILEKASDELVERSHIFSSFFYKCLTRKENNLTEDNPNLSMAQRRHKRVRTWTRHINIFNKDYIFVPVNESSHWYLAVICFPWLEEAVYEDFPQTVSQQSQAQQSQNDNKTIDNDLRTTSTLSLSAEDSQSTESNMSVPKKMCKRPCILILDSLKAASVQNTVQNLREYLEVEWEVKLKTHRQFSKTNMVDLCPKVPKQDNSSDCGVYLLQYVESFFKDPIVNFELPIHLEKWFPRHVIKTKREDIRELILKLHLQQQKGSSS
PfG6PD inh = PfG6PD enzyme inhibitors, primary screen, biochemical, fluorescence intensity, uHTS | glucose-6-phosphate dehydrogenase-6-phosphogluconolactonase (Plasmodium falciparum 3D7) | PfGluPho enzyme, NADPH resazurin-diaphorase fluorescence | inhibition, % at 20 µM | actives 0.78% (n = 350,000);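 active = inhibition reaching at least a set limit at 20 µM in the primary screen, cut at about 59% in these data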;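 note: 0% = DMSO wells with substrate and 100% = DMSO wells lacking glucose-6-phosphate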
ATG4B inh = ATG4B protease inhibitors, primary screen, biochemical, fluorescence, uHTS | Cysteine protease ATG4B (Homo sapiens), Q9Y4P1 | actives 0.51% (n = 340,000) | ATG4B cleavage of LC3-PLA2, NBD-HPC fluorescence, 1 h | AID 504462, 2011 | inhibition, % at 8.33 µM; in the data active = inhibition above about 40%
Target sequence (Q9Y4P1 whole entry, looked up): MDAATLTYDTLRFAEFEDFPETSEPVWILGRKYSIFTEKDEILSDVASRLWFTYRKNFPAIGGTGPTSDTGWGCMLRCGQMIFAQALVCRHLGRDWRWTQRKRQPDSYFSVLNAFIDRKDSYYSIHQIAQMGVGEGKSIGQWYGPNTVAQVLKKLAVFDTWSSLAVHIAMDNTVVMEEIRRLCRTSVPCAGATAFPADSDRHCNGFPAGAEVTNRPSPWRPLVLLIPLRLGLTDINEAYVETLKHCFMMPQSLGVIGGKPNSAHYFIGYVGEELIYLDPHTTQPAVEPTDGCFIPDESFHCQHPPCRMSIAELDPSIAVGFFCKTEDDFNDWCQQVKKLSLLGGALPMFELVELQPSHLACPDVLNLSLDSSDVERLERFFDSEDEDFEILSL
SENP8 block = human SENP8 protease inhibitors, primary screen, biochemical, fluorescence, Nedd8 protein substrate, uHTS | inhibition, % at 20 µM | recombinant SENP8 | actives 0.64% (n = 360,000) | Sentrin-specific protease 8 (Homo sapiens), Q96LD8; in the data active = inhibition mostly above about 40%, no sharp cut-off; inactive = mostly below about 27%
Target sequence (Q96LD8 whole entry, looked up): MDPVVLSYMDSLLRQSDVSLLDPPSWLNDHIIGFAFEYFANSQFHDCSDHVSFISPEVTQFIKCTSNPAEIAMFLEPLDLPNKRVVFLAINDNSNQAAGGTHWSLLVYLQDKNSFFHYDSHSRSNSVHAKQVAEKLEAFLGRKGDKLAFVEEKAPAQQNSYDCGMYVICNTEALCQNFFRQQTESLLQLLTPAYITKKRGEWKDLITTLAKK
HKDC1 inh = HKDC1 hexokinase inhibitors, primary screen, biochemical, fluorescence, uHTS; actives 0.16% (n = 340,000); inhibition, % at 20 µM; recombinant HKDC1, G6PDH/diaphorase resazurin coupled fluorescence;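 active = inhibition above about 35% when tested at 20 µM, limit read from the data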;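 note: plate controls were DMSO wells with enzyme for no effect and DMSO wells lacking enzyme for full effect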
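Assay system: recombinant HKDC1 hexokinase; detection: coupled resazurin fluorescence, excitation 525 nm, emission 613 nm; benchmarks: DMSO-plus-enzyme-mix negative control, buffer-substituted positive control; compound dosing: single 20 µM dose; schedule: 90 min at room temperature in dark; also added: glucose plus 1 mM ATP as hexokinase substrates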
SENP6 inh = SENP6 protease inhibitors, primary screen, biochemical, luminescence, uHTS; Sentrin-specific protease 6 (Homo sapiens), Q9GZR1; Recombinant SENP6 catalytic domain, aminoluciferin luminescence; inhibition, % at 10 µM; actives 1.8% (n = 330,000);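 active = inhibition above about 50% at the single tested dose, limit read from the data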;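 note: plate controls were DMSO wells with enzyme for no effect and DMSO wells lacking enzyme for full effect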
An asterisk follows results filed as active; . = not tested or not shown.

SMILES | MPTP inh | NR3A LBD binder | SENP7 inh | PfG6PD inh | ATG4B inh | SENP8 block | HKDC1 inh | SENP6 inh
CCN(CC)CCOC(=O)c1ccc(NC(=O)c2cn(-c3ccccc3)nc2-c2cccs2)cc1 | 6.5 | 8 | 1 | -2 | -20 | -38 | -3 | 14
CC(C)OCCCNS(=O)(=O)c1ccc2c(c1)OCCO2 | 1.9 | -1 | -5 | -14 | -5 | 17 | -8 | 11
CN1CCN(C(=O)C2CCC(=O)N(CCc3cccc(F)c3)C2)CC1 (configuration not stated) | 1.0 | 1 | -4 | -5 | 19 | 9 | -1 | -4
Cc1cc(C)nc(-n2nc(C)c3c(C(F)(F)F)cc(=O)[nH]c32)n1 | -1.4 | -1 | 6 | -8 | -12 | -43 | -5 | -9
CC(C)CC1Nc2ncnc(N3CCN(c4ccccc4)CC3)c2N(Cc2ccc(Cl)cc2)C1=O (configuration not stated) | -0.6 | -3 | 10 | 15 | -8 | 11 | 3 | -18
O=P(Cc1cccc2ccccc12)(c1ccccc1)c1ccccc1 | 7.1 | -4 | . | 27 | -2 | 1 | -8 | .
COc1ccccc1CNC(=O)CSC1=NCCS1 | 1.3 | 0 | 10 | 15 | -11 | -2 | -13 | -9
CCOC(=O)N1CCN(c2ncnc3scc(-c4ccccc4)c23)CC1 | -0.2 | -8 | -3 | 0 | -1 | -1 | -1 | -8
CCCCN(C)C(=S)Nc1ccc(Oc2ccccc2)cc1 | 9.1 | -6 | 20 | 4 | 10 | 34 | -6 | 24
CC(=O)Oc1ccc2c(=O)c(N3C(=O)c4ccccc4C3=O)c(C)oc2c1 | -0.4 | -1 | -9 | 20 | 36 | 7 | -13 | -14
COCCCNC(=O)Cn1cc2c(n1)CCCCC2 | 0.8 | -2 | 4 | -4 | 4 | 16 | -2 | -11
COc1ccc(C)cc1C(=O)CCC(=O)Nc1ccccc1N1CCOCC1 | -0.7 | -2 | -7 | -13 | 5 | -1 | -3 | -2
CN(C)S(=O)(=O)n1cc(/C=C(\NC(=O)c2ccccc2F)C(=O)N2CCOCC2)c2ccccc21 | 0.9 | 0 | -7 | 3 | -3 | -31 | -3 | 11
Cc1ccccc1Nc1nc(Cl)c(C=O)s1 | -0.8 | 4 | 4 | -22 | 4 | -7 | -6 | -23
c1ccc2c(c1)CCN(c1ncnc3c1[nH]c1ccccc13)C2 | 99* | -5 | -5 | 31 | 27 | -336 | 5 | -3
CCCN1Cc2cccc(C(=O)NCc3ccccc3OC)c2C1=O | 0.0 | 0 | 9 | -11 | -3 | 16 | -2 | 2
CCCCc1[nH]c(=O)c(C#N)c2c1CSC(C)(C)C2 | -0.6 | -3 | -8 | 5 | -7 | -369 | -9 | 6
CCCCNC(=O)C1CC(=O)N(CCc2ccc(C)cc2)C1 (configuration not stated) | 0.5 | 2 | 1 | 3 | -3 | 14 | -4 | -1
Cc1cccc(NC(=O)CC(=O)Nc2cccc(C)c2)c1 | -1.8 | -1 | -13 | -9 | 5 | 14 | 3 | -12
Cc1ccc(CN2C(=O)[C@@H]3Cc4c([nH]c5ccccc45)C(C)(C)N3C2=O)cc1 | 2.1 | 1 | -1 | 22 | -5 | 10 | 2 | 5

Reprinted from the part before: three compounds, followed by the next part.
SMILES | MPTP inh | NR3A LBD binder | SENP7 inh | PfG6PD inh | ATG4B inh | SENP8 block | HKDC1 inh | SENP6 inh
CCCCNC(=O)C1CC(=O)N(CCc2ccc(C)cc2)C1 (configuration not stated) | 0.5 | 2 | 1 | 3 | -3 | 14 | -4 | -1
Cc1cccc(NC(=O)CC(=O)Nc2cccc(C)c2)c1 | -1.8 | -1 | -13 | -9 | 5 | 14 | 3 | -12
Cc1ccc(CN2C(=O)[C@@H]3Cc4c([nH]c5ccccc45)C(C)(C)N3C2=O)cc1 | 2.1 | 1 | -1 | 22 | -5 | 10 | 2 | 5
COC(=O)c1ccc(CSc2nc(C(F)(F)F)c3c(c2C#N)CCC3)o1 | -0.3 | 0 | -2 | -9 | 1 | -34 | -1 | -8
CC(OC(=O)Cc1c[nH]c2ccccc12)C(=O)Nc1ccc(S(N)(=O)=O)cc1 (configuration not stated) | -1.1 | -5 | -3 | 8 | -6 | -2 | -5 | -6
COC(=O)C1=C(C(=O)OC)[C@@H]2Nc3ccccc3[C@@]23C[C@@H](C(=O)OC)N(C(=O)NC2CCCCC2)C3=N1 | . | 4 | 0 | -14 | 1 | . | -2 | -11
O=C(NCCOc1ccc(F)cc1)C1CCC(=O)N(CC2CCCCC2)C1 (configuration not stated) | -2.2 | 2 | -19 | -7 | -2 | 5 | -6 | -11
CC(C)C(NS(=O)(=O)c1ccc2c(c1)C(C)(C)C(=O)N2C)C(=O)NCc1ccccc1Cl (configuration not stated) | -2.6 | 0 | -1 | 3 | -7 | 8 | -4 | -3
CCOC(=O)Nc1ccc2c(c1)N(C(=O)CCN1CCN(CCO)CC1)c1ccccc1S2 | 0.1 | 3 | -5 | -3 | -5 | 12 | -4 | -12
COc1ccc(CCNC(=O)c2oc3ccccc3c2C)cc1 | 0.6 | -32 | 1 | 5 | 2 | 3 | -1 | -11
COc1ccc(N2C(=O)C3C(c4ccc(C(=O)O)cc4)NC(Cc4ccccc4)(C(=O)O)C3C2=O)c([N+](=O)[O-])c1 (configuration not stated) | 3.7 | -2 | -4 | -8 | 0 | -11 | 1 | -2
COc1ccc(-n2c(SCC(=O)N3CCOCC3)nc(O)cc2=O)cc1 | 5.6 | -1 | 6 | 11 | 1 | 0 | -5 | 2
CCOC(=O)C1(Cc2ccccc2)CCCN(S(=O)(=O)N(C)C)C1 (configuration not stated) | -1.3 | -3 | 8 | -10 | 5 | 24 | 5 | 3
NC(=O)CSc1nnc2ccc(-c3ccc(Cl)cc3)nn12 | 1.4 | 0 | -8 | 17 | 24 | -286 | -5 | -10
O=C(/C=C/c1ccc(Cl)cc1Cl)NCCN1CCOCC1 | 0.2 | -1 | 7 | 1 | -9 | 8 | -6 | 6
Cc1cc(C)nc(OC(C(=O)O)C(OCCC(C)C)(c2ccccc2)c2ccccc2)n1 (configuration not stated) | 0.4 | -3 | -7 | 4 | 0 | 4 | -2 | 4
Cc1cc(-c2ccccc2)[nH]c(=O)c1S(=O)(=O)c1ccc(Cl)cc1 | 14 | -4 | -3 | 0 | -6 | -257 | -1 | -13
CC1(C)CC(=O)C(C(O)c2cccc([N+](=O)[O-])c2)C(C)(C)N1 (configuration not stated) | -0.7 | 0 | -1 | -9 | -6 | 12 | 6 | 1
COCCn1nnnc1SCC(=O)N1CCCCC1 | 0.9 | 1 | -10 | -10 | -6 | 8 | 1 | -12
Cc1nc2ccccc2nc(C)c1=NOCc1cccc(F)c1 | -6.0 | -1 | 7 | 4 | -6 | 4 | 2 | -2
CCOC(=O)c1[nH]c2ccc(OC)cc2c1NC(=O)CCN1CCc2ccccc2C1 | -4.1 | 0 | -10 | 3 | -8 | -489 | -2 | 5
COc1ccc(NC(=O)c2ccc(NC(=O)CN3CCC(C(N)=O)CC3)cc2)cc1 | -0.3 | 2 | -7 | 9 | 0 | -11 | -6 | -18
Cc1ccc(S(=O)(=O)N(C)c2ccc(C(=O)Nc3ccccc3C(=O)N3CCOCC3)cc2)cc1 | -0.6 | 0 | -10 | 3 | 6 | 0 | -1 | 3
Cc1[nH]c(=O)c(C#N)c(C)c1Cl | 0.8 | 0 | -14 | -11 | 0 | -385 | -3 | -21
CCN(CC)CCN(Cc1cc2cc3c(cc2[nH]c1=O)OCCO3)C(=S)NCC(C)C | -0.9 | -4 | 1 | 3 | -2 | -425 | 5 | -13
O=C(O)c1ccc(Cl)c(S(=O)(=O)Nc2ccc(OCc3ccccc3)cc2)c1 | 0.8 | -3 | 7 | -46 | 3 | 3 | 3 | -19
O=C(NCCC(=O)N1CCN(c2ccccn2)CC1)c1ccc(Cl)cc1 | -0.8 | 0 | 7 | -14 | 2 | -8 | -4 | -17
COc1cc2c(cc1OC)CN(S(=O)(=O)c1ccc3c(c1)OCCO3)CC2 | 3.9 | 0 | 8 | -22 | -1 | 9 | 4 | -15
CCOC(=O)c1ccccc1NC(=O)C1CC(=O)N(C(C)(C)C)C1 (configuration not stated) | -0.5 | -1 | 8 | -3 | -4 | -8 | -5 | -2
Cc1ccc(C(O)(CNCc2ccccc2)c2ccccc2)cc1 (configuration not stated) | -0.6 | -1 | 0 | 13 | 9 | 13 | -2 | -20
CCOC(=O)c1cnc2ccc(C(=O)OC)cc2c1Nc1ccc2c(c1)OCCO2 | -1.0 | -4 | -5 | 14 | -13 | 9 | -2 | -9

Structures above with an NH in an aromatic ring, in the order listed:
SMILES | MPTP inh | NR3A LBD binder | SENP7 inh | PfG6PD inh | ATG4B inh | SENP8 block | HKDC1 inh | SENP6 inh
Cc1cc(C)nc(-n2nc(C)c3c(C(F)(F)F)cc(=O)[nH]c32)n1 | -1.4 | -1 | 6 | -8 | -12 | -43 | -5 | -9
c1ccc2c(c1)CCN(c1ncnc3c1[nH]c1ccccc13)C2 | 99* | -5 | -5 | 31 | 27 | -336 | 5 | -3
CCCCc1[nH]c(=O)c(C#N)c2c1CSC(C)(C)C2 | -0.6 | -3 | -8 | 5 | -7 | -369 | -9 | 6
Cc1ccc(CN2C(=O)[C@@H]3Cc4c([nH]c5ccccc45)C(C)(C)N3C2=O)cc1 | 2.1 | 1 | -1 | 22 | -5 | 10 | 2 | 5
CC(OC(=O)Cc1c[nH]c2ccccc12)C(=O)Nc1ccc(S(N)(=O)=O)cc1 (configuration not stated) | -1.1 | -5 | -3 | 8 | -6 | -2 | -5 | -6
Cc1cc(-c2ccccc2)[nH]c(=O)c1S(=O)(=O)c1ccc(Cl)cc1 | 14 | -4 | -3 | 0 | -6 | -257 | -1 | -13
CCOC(=O)c1[nH]c2ccc(OC)cc2c1NC(=O)CCN1CCc2ccccc2C1 | -4.1 | 0 | -10 | 3 | -8 | -489 | -2 | 5
Cc1[nH]c(=O)c(C#N)c(C)c1Cl | 0.8 | 0 | -14 | -11 | 0 | -385 | -3 | -21
CCN(CC)CCN(Cc1cc2cc3c(cc2[nH]c1=O)OCCO3)C(=S)NCC(C)C | -0.9 | -4 | 1 | 3 | -2 | -425 | 5 | -13
